# Screens as filed in PubChem BioAssay.
# 14-3-3 Bad PPI: inhibitors of 14-3-3 zeta/Bad binding, primary screen, biochemical, TR-FRET, bovine 14-3-3 zeta. inhibition, % at 21.7 µM. TR-FRET 14-3-3zeta/Dy647-pBad peptide displacement, 1 h. 0.71% of 220,000 active;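 active = inhibition above about 70%, limit read from the data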;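 also: 0% = full 14-3-3 plus peptide FRET controls and 100% = background without 14-3-3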
# Target sequence (P63103 whole entry, looked up): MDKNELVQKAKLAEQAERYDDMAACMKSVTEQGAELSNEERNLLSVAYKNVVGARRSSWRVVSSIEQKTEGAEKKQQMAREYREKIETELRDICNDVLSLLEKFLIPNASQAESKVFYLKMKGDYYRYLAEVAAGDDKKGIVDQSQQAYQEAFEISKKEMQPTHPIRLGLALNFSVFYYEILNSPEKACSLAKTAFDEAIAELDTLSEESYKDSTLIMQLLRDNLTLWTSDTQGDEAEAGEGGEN
# FXIa inh: human FXIa protease inhibitors, primary screen, biochemical, 1536-well; 0.14% of 220,000 active; inhibition, % at 5 µM; Coagulation factor XI (Homo sapiens), P03951; purified FXIa, Boc-Glu-Ala-Arg-AMC fluorogenic substrate;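 active = inhibition of at least 40%; inactive = inhibition below 40%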;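 also: fluorescence of freed AMC excited at 355 nm; 0% = enzyme without compound and 100% = no enzyme blank; many of its hits are not listed in these tables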
# Runt-CBFb FRET: inhibitors of RUNX1 Runt–CBFb binding, primary screen, biochemical, FRET, Cerulean-Runt, Venus-CBFb, uHTS; inhibition, % at 20 µM; Cerulean-Runt/Venus-CBFb FRET ratio 530/480, 1 h; Runt-related transcription factor 1 (Homo sapiens) + Core-binding factor subunit beta …; 0.46% of 220,000 active;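 active = inhibition over about 50% at 20 µM in the single-dose screen, limit read from the data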;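 also: 0% = DMSO wells and 100% = excess unlabeled CBFb competitor control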
# Target sequence (Q01196 whole entry, looked up): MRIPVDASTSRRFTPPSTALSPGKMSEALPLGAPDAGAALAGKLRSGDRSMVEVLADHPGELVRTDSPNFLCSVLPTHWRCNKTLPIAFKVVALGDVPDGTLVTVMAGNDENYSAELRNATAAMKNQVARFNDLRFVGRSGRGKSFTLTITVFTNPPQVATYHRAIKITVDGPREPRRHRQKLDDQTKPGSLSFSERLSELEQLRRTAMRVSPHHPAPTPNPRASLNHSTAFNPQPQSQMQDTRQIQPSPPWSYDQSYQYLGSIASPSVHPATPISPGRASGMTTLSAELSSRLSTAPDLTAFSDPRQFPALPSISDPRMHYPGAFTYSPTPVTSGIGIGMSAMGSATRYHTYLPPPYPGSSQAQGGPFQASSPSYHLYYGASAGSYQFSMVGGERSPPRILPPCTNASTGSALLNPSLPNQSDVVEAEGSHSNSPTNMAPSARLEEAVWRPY
# Target sequence (Q13951 whole entry, looked up): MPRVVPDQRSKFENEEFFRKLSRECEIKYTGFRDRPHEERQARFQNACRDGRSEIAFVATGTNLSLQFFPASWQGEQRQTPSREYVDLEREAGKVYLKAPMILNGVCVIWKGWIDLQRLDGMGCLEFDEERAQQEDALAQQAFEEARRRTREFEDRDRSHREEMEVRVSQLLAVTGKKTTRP
#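 test system = Cerulean-tagged RUNX1 Runt domain (FRET donor) fusion protein | reagent = Venus-CBFb binding partner, 100 nM | incubation = protein complex preformed 1 h, compound exposure 1 h, room temperature, dark | detection = FRET fluorescence | read-out basis = loss of energy transfer signal | controls = 5 µM unlabeled CBFb as full-inhibition high control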
# FXIIa inh 1536: human FXIIa protease inhibitors, primary screen, biochemical, 1536-well; Coagulation factor XII (Homo sapiens), P00748; purified FXIIa, Boc-QGR-AMC fluorogenic substrate, 2 h; inhibition, % at 5 µM; 0.3% of 220,000 active; AID 800, 2007; in the data active = inhibition above about 40%;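 also: 0% = enzyme with no compound and 100% = blank without enzyme; many of its hits are not listed in these tables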
# Hck-Nef inh: inhibitors of Nef-activated human Hck kinase, primary screen, biochemical, Z-Lyte FRET, 384-well, Hck-YEEI | inhibition, % at 20 µM | 0.68% of 220,000 active | AID 463187, 2010 | Recombinant Hck-YEEI plus Nef, Z-Lyte FRET kinase assay | Tyrosine-protein kinase HCK (Homo sapiens), P08631;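 active = Hck-Nef kinase inhibition above about 50%, limit read from the data; inactive = inhibition below that limit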;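 also: 0% = DMSO with Hck plus Nef and 100% = Hck alone without Nef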
# Runt-SMMHC FRET: inhibitors of RUNX1 Runt–CBFb-SMMHC binding, primary screen, biochemical, FRET, Cerulean-Runt, Venus-CBFb-SMMHC, uHTS; 0.74% of 220,000 active; Cerulean-Runt/Venus-CBFb-SMMHC FRET ratio 530/480, 1 h; inhibition, % at 20 µM;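 active = mean inhibition across duplicate retests at 20 µM reaching about 50%, limit read from the data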;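 also: 0% = DMSO wells and 100% = wells with excess untagged CBFb-SMMHC; inhibitors lower the FRET ratio by blocking Runt binding to CBFb-SMMHC; some results filed as inactive read as strong as hits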
# thrombin 1536: human alpha-thrombin inhibitors, primary screen, counter-screen for coagulation protease inhibitor project, biochemical, 1536-well, fluorogenic AMC substrate. Prothrombin (Homo sapiens), P00734. Boc-VPR-AMC fluorogenic substrate cleavage. inhibition, % at 5 µM. 0.26% of 220,000 active;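 active = inhibition at or above 40%; inactive = inhibition below 40%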;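 also: 0% = enzyme with no compound and 100% = wells without enzyme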
#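 System: Human alpha-thrombin protein | Medium: pH 7.5 Tris (50 mM) with NaCl 150 mM, Tween 20 0.05% | Times: Enzyme reaction carried out at room temperature | Detection: AMC fluorescence, 355/460 nm | Evaluation: Percent inhibition scaled between no-compound controls and no-enzyme blanks | Benchmarks: Enzyme without compound as high, wells lacking enzyme as low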
# KLK5 inh: human KLK5 protease inhibitors, primary screen, biochemical, 1536-well | inhibition, % at 5 µM | recombinant hK5, fluorogenic AMC substrate cleavage | 0.59% of 210,000 active | AID 873, 2007 | Kallikrein-5 (Homo sapiens), Q9Y337;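 active = inhibition of 40% or more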;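 also: 0% = enzyme controls without compound and 100% = no-enzyme blanks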
# Wee1 stabilizer: Wee1 degradation inhibitors, primary screen, cell-based, HeLa, Wee1K328M-luciferase, luminescence. Wee1-like protein kinase (Homo sapiens), P30291. reporter increase, % at 5 µM. AID 1321, 2008. 1.2% of 220,000 active. HeLa Luc-Wee1K328M stability; 100% = proteasome inhibitor MG132 effect;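 active = activation above the mean of all tested compounds plus 3 SD, set per screening run, cut at about 8.8% in these data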;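 also: cells exposed to compound for 20 h before luminescence read; 0% = DMSO alone and 100% = MG132 at 30 µM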
# * hit, by the source's call; / = no result given; [ ] = another dose, or the depositor's remark.
SMILES,14-3-3 Bad PPI,FXIa inh,Runt-CBFb FRET,FXIIa inh 1536,Hck-Nef inh,Runt-SMMHC FRET,thrombin 1536,KLK5 inh,Wee1 stabilizer
Cc1cc(NC(=O)CSc2nnc(-c3cccnc3)n2N)no1,13,6,3,12,2,-2,3,-2,-3
O=C(NCc1ccc(F)cc1)C(=O)NCC1OCCN1C(=O)c1cccs1 (stereo not given),0,0,1,-2,4,1,-8,-6,-1
CCCNC(=O)c1cc(C)no1,1[fluorescence artefact?],6,3,10,1,0,-2,3,-1
CCS(=O)(=O)c1ccc(Sc2nncn2C)c([N+](=O)[O-])c1,-3,-4,0,4,21,0,-3,-3,-1
CCCCNC(=O)Cn1cnc2ccc(S(=O)(=O)N3CCC(C)CC3)cc2c1=O,-3,3,-1,10,19,3,2,/,-3
Cc1cc(C(=O)CN2C(=O)NC3(CCCCC3)C2=O)c(C)n1Cc1ccco1,4,-4,-2,/,-30,1,-7,-3,5
O=C(Cn1c2[n+](c3ccc(C(F)(F)F)cc31)CCCCC2)c1cccc([N+](=O)[O-])c1,-9,2,0,10,20,-3,-2,2,-2
CCCCCCCCC(=O)N/N=C/c1cccc(Br)c1,1,4,-3,8,1,-2,1,-8,7
Fc1ccc(Nc2nc(-c3ccncc3)nc3ccccc23)cc1F,70[fluorescence artefact?],13,2,9,4,-2,6,-3,0
CCOC(=O)COc1ncn(-c2ccccc2)n1,-2,0,2,10,4,-2,1,-7,2
COc1ccc(C(=O)NN(C)c2nc(C(F)(F)F)nc3ccccc23)cc1,0,-5,1,-9,1,2,-2,-26,-3
COc1ccc(OC)c(C(C)NC(=O)Nc2cccc(C(C)=O)c2)c1 (stereo not given),-4,2,-1,12,6,-2,2,/,-3
COc1cc(Cl)c(C)cc1NC(=O)COC(=O)c1cc[n+]([O-])cc1,-7,-3,-7,4,25,1,7,-1,2
CC1CC(C)CN(CCC(=O)Nc2ccc3c(c2)CCC3)C1 (stereo not given),-9,-1,1,10,1,4,2,-3,-3
Cc1ccc(OCCn2nc3ccccc3n2)c(C)c1,3,-12,-3,13,0,-3,1,-1,-2

# Ordered by SMILES length (ascending): 5 of the compounds above
SMILES,14-3-3 Bad PPI,FXIa inh,Runt-CBFb FRET,FXIIa inh 1536,Hck-Nef inh,Runt-SMMHC FRET,thrombin 1536,KLK5 inh,Wee1 stabilizer
Cc1cc(NC(=O)CSc2nnc(-c3cccnc3)n2N)no1,13,6,3,12,2,-2,3,-2,-3
COc1ccc(OC)c(C(C)NC(=O)Nc2cccc(C(C)=O)c2)c1 (stereo not given),-4,2,-1,12,6,-2,2,/,-3
O=C(NCc1ccc(F)cc1)C(=O)NCC1OCCN1C(=O)c1cccs1 (stereo not given),0,0,1,-2,4,1,-8,-6,-1
CCCCNC(=O)Cn1cnc2ccc(S(=O)(=O)N3CCC(C)CC3)cc2c1=O,-3,3,-1,10,19,3,2,/,-3
O=C(Cn1c2[n+](c3ccc(C(F)(F)F)cc31)CCCCC2)c1cccc([N+](=O)[O-])c1,-9,2,0,10,20,-3,-2,2,-2

# The list continues:
SMILES,14-3-3 Bad PPI,FXIa inh,Runt-CBFb FRET,FXIIa inh 1536,Hck-Nef inh,Runt-SMMHC FRET,thrombin 1536,KLK5 inh,Wee1 stabilizer
COc1ccc(CCNC(=S)Nc2ccc(C)cc2C)cc1,-11,0,-3,4,2,3,-4,-6,1
Cc1cc2c(cc(C(=O)OCC(=O)NCc3cccs3)n2C(C)C)o1,-15,-2,4,12,2,4,3,14,6
CN(C)/C=C1\C(=O)N(c2ccc([N+](=O)[O-])cc2)N=C1c1ccccc1,-3[fluorescence artefact?],14,0,24,1,-12,8,7,0
C#CCOCCOCCOCCNc1nc(N2CCN(C(=O)C(CCC(=O)O)n3cc(C(N)CC(C)C)nn3)CC2)nc(N2CCN(C(=O)C(Cc3cc4ccccc4[nH]3)n3cc(C(N)Cc4ccc(O)cc4)nn3)CC2)n1 (stereo not given),16,-3,1,1,-3,2,-3,-1,5
O=C(OCC(=O)N1CCOCC1)c1c(Cl)ccc(Cl)c1Cl,0,4,0,8,-33,0,-7,-2,1
CCNCC(=O)Nc1ccc(N2CCOCC2)cc1,5,1,0,9,-4,-2,-1,5,1
CC(C)N=C(NS(=O)(=O)NC(=O)c1ccccc1)c1ccccc1,1,8,0,21,-17,1,10,15,-2
Nc1nonc1-n1nnc(C(=O)N/N=C/c2ccccc2Cl)c1COc1ccc(F)cc1,-3,-1,1,10,15,2,-2,-2,0
O=C(CNC(=O)c1ccco1)Nc1ccc(F)cc1,-6,-3,1,-3,-1,0,1,-19,-3
Cc1ccc(/C=N/N2CCN(c3ccccn3)CC2)o1,-5,-3,-1,5,17,0,-6,-5,5
COCCNC(=O)C(c1ccc(OC)cc1)N(C(=O)Cn1nnc2ccccc21)c1cccnc1 (stereo not given),-6,0,/,12,39,/,2,-3,-2
COc1ccc(NS(=O)(=O)c2cc(NC(=O)Cc3cccs3)ccc2C)cc1,-11,-4,0,-2,3,4,-5,-18,1
CC(=O)c1cccc(NC(=O)c2cnn3ccccc23)c1,0[fluorescence artefact?],6,3,12,2,-8,6,0,5
Cc1nc(CN2CCN(C(=O)NC3(c4ccccc4)CC3)CC2)cs1,-1,3,-7,15,11,0,1,-24,5
N#Cc1nc(COc2ccccc2F)oc1NCCc1ccccc1,-6,1,6,5,9,18,-7,4,0

# Full records as entered above. Order of values: 14-3-3 Bad PPI | FXIa inh | Runt-CBFb FRET | FXIIa inh 1536 | Hck-Nef inh | Runt-SMMHC FRET | thrombin 1536 | KLK5 inh | Wee1 stabilizer
# `CC(C)N=C(NS(=O)(=O)NC(=O)c1ccccc1)c1ccccc1` as listed: 1 | 8 | 0 | 21 | -17 | 1 | 10 | 15 | -2
# `COc1ccc(NS(=O)(=O)c2cc(NC(=O)Cc3cccs3)ccc2C)cc1` as listed: -11 | -4 | 0 | -2 | 3 | 4 | -5 | -18 | 1
# `CCNCC(=O)Nc1ccc(N2CCOCC2)cc1` as listed: 5 | 1 | 0 | 9 | -4 | -2 | -1 | 5 | 1

# Later entries
SMILES,14-3-3 Bad PPI,FXIa inh,Runt-CBFb FRET,FXIIa inh 1536,Hck-Nef inh,Runt-SMMHC FRET,thrombin 1536,KLK5 inh,Wee1 stabilizer
COc1cc(NS(=O)(=O)c2ccc(NC(=S)NC(=O)/C=C/c3ccc(OC)c(OC)c3)cc2)ncn1,-11,20,-6,12,27,-16,3,1,5
Cc1cc(C(C)(C)C)oc1C(=O)O,-3,2,0,10,23,-3,-9,7,-1
O=P(Cc1ccccc1O)(c1ccccc1)c1ccccc1,4[fluorescence artefact?],4,0,11,3,2,-2,-3,-1
Cc1ccc2c(c1)C(=O)CC1(CCC(C(C)(C)C)CC1)O2 (stereo not given),-3,0,1,1,22,1,-9,1,/
COc1ccc(Cl)cc1NC(=O)CN(C1CCCCC1)S(C)(=O)=O,1,-7,1,5,6,-2,-1,-2,0
O=C(COC(=O)c1cccs1)NCc1ccccc1,-1,2,0,-2,2,0,-8,-5,-1
Cc1ccc(NC(=O)CN(C)S(=O)(=O)c2cccs2)cc1C,-8,4,0,13,1,0,-8,-19,0
CSCC[C@H](NC(=O)OC(C)(C)C)C(=O)N/N=C/c1c(C)[nH]c(=O)[nH]c1=O,-8,15,3,14,0,1,9,-93,2
O=C1CC(C(=O)O)S/C(=N\N=C\c2ccc(Br)cc2)N1 (stereo not given),4,-1,2,9,4,2,3,5,0
CCn1cc(/C=C(/C#N)S(=O)(=O)c2ccccc2)cn1,4[fluorescence artefact?],10,2,-3,-16,-5,-6,-12,1
CCN(C(=O)CSc1nnc(-c2ccccc2)n1C)C1CCS(=O)(=O)C1 (stereo not given),-13,-2,4,6,2,-1,-2,-14,-2
Cc1cc(Cl)ccc1C(=O)C1CCCN(C(=O)c2ccc3ncccc3c2)C1 (stereo not given),-6,0,-2,6,23,-3,-10,3,-1
Cc1ccc(S(=O)(=O)NCC(=O)NC2CCCCCC2)cc1,-9,2,-1,18,1,1,3,-1,-1
COc1cc(OC)c2c(=O)cc(-c3ccccc3)oc2c1,-2,5,-1,10,11,0,1,1,-1
COC(=O)c1ccccc1NC(=O)N1CCN(S(C)(=O)=O)CC1,-7,-2,0,4,13,3,1,0,0
COc1ccc(NC(=O)CN2CCCN(S(=O)(=O)c3ccc(F)cc3)CC2)c(OC)c1,-4,2,-6,10,13,0,-2,/,0
COC(=O)CCCC1=CC2=C(c3ccccc3)C(=O)C(C)(OC(=O)C3CCCC3)C(=O)C2=CN1C1CC1 (stereo not given),-5,3,0,10,21,-9,2,3,/
O=C(N/N=C/c1cc([N+](=O)[O-])ccc1O)NC12CC3CC(CC(C3)C1)C2,1[fluorescence artefact?],3,-2,2,0,0,-7,-13,-3
Fc1ccc(CN2CCCCCCC2)cc1F,59,-3,1,15,1,0,5,-4,-3
N#Cc1c(N)nc2c(c1-c1ccc(Br)s1)CCCC2,0,9,3,6,7,10,2,-8,5
COc1cccc(NC(=O)Cn2cc3c(n2)CCCCC3)c1,6,1,2,10,2,-4,-3,-3,-2
Cc1nn2c(-c3ccccc3)c(-c3ccccc3)nc2[nH]c1=O,-7,-2,-11,4,-11,-74,-5,-1,0
CN(C)CCSc1nnc2[nH]c3ccccc3c2n1,-7,5,0,10,10,-4,-3,-19,-3
O=c1c(-c2ccccc2)c1-c1ccccc1,-1,/,1,/,/,-4,/,/,3
